Screening data as filed in PubChem.
TcdB GH inh: blocks C. difficile toxin B glycohydrolase activity; inhibition, % at 9.99 µM; 0.24% of 350,000 active; AID 652162; TcdB glycohydrolase enzymatic assay, plate reader; P18177; in the data active = inhibition above about 10%
BoNT A protease: inhibitors of Botulinum neurotoxin A light chain protease. multiplex microsphere protease substrate cleavage, flow cytometry. inhibition, % at 10 µM. 0.17% of 360,000 active; also: plate controls were buffer without enzyme for full effect and enzyme alone for no effect
CCHF vOTU inh: CCHFV vOTU protease inhibition; AID 651958; inhibition, % at 11.5 µM; Pep-AMC fluorescence; 0.55% of 370,000 active; in the data active = inhibition above about 30%; also: 0% = vehicle wells with enzyme and 100% = no enzyme wells
SSB-PriA inh: K. pneumoniae PriA-SSBct interaction inhibition | 0.6% of 430,000 active | inhibition, % at 33 µM | AlphaScreen SSBct-PriA binding, biotinylated peptide; in the data active = inhibition mostly above about 37%, no sharp cut-off; inactive = mostly below about 20%;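 also: plate controls were negative control peptide for no effect and reference peptide for full effect; strong numbers were not always called active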
Yp Topo-I inh: blocks Yersinia pestis topoisomerase I activity; Y. pestis Topo-I cleavage product accumulation, plate reader; activity, % at 10 µM; 0.064% of 360,000 active; AID 504884; in the data active = activity above about 50%, passing the limit was not always enough; also: inactives centre near 2
DUSP3 inh: blocks human VHR1 dual specificity phosphatase. P51452. recombinant VHR phosphatase, pNPP absorbance. 0.52% of 290,000 active. AID 1654. inhibition, % at 13.3 µM; in the data active = inhibition above about 50%; also: some compounds called inactive have numbers as strong as hits
Target sequence (P51452 whole entry, looked up): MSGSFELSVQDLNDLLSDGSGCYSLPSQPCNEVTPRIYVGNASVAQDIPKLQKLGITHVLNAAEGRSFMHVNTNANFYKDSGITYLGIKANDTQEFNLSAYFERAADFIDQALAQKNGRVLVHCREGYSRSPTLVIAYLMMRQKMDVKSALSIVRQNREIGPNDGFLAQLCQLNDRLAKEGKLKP
3CLpro inhibitor: SARS-CoV 3CLpro protease inhibition; recombinant SARS-CoV 3CLpro, quenched FRET peptide cleavage; inhibition, % at 6 µM; 0.14% of 290,000 active; in the data active = inhibition above about 12%
PfHsp40 yeast: compounds rescuing yeast from Plasmodium falciparum HSP40 toxicity | growth rescue, % at 12.5 µM | S. cerevisiae expressing PfHsp40, growth rescue, ATP luminescence | 0.68% of 340,000 active; in the data active = growth rescue above about 28%, passing the limit was not always enough;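 also: yeast W303a lacking pdr1 and pdr3 grown in galactose medium; growth measured after three days at 30 °C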
BH1578 lux ind: induces V. cholerae light production without autoinducers; activation, % at 18.7 µM; V. cholerae BH1578 lux reporter, luminescence, 6 h; 0.16% of 350,000 active; in the data active = activation mostly above about 9.7%, no sharp cut-off; also: not every result past the cut was called active; inactives centre near 0; reference of the scale not given here
Anthrax LF inh2: inhibitors of Bacillus anthracis lethal factor protease | inhibition, % at 10 µM | AID 588501 | multiplex microsphere protease cleavage assay, LF | 0.12% of 360,000 active | P15917; also: plate controls were buffer without enzyme for full effect and enzyme alone for no effect
Target sequence (P15917 whole entry, looked up): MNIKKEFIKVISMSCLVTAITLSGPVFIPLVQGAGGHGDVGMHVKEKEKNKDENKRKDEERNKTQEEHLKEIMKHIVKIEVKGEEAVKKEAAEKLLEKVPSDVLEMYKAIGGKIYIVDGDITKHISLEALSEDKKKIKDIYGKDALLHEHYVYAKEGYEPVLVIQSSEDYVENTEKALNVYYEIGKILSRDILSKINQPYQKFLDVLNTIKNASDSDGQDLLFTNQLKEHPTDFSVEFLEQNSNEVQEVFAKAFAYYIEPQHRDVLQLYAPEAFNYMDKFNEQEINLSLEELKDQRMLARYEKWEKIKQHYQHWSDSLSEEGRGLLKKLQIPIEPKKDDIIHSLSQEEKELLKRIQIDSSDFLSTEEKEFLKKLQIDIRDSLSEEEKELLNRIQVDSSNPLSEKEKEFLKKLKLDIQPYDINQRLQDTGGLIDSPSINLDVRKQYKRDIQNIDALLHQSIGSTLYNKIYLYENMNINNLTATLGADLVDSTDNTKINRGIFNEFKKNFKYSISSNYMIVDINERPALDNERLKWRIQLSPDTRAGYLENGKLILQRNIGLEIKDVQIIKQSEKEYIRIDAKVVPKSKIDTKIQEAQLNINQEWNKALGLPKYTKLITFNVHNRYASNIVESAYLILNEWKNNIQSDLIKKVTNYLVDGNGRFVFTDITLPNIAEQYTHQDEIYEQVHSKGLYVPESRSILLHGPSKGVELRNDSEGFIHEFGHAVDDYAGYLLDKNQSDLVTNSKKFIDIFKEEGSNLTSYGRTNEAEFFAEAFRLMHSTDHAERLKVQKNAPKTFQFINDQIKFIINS
The depositor's hits bear a star; i = inactive; . = not tested or not shown. Rule as the data show it, unless noted: active = inhibition above about 30%; inconclusive = no clear call, values can overlap the other calls; inactive = below that. An excerpt, so the mix of outcomes need not match the whole.

SMILES	TcdB GH inh	BoNT A protease	CCHF vOTU inh	SSB-PriA inh	Yp Topo-I inh	DUSP3 inh	3CLpro inhibitor	PfHsp40 yeast	BH1578 lux ind	Anthrax LF inh2
COC(=O)Cc1nc2c(N)nc(N)nc2[nH]c1=O	1.9	0.1	-60.0	-3.7	10.5	.	.	-0.3	0.8	-7.1
CCCCNC(=O)C1(C)CCC(=O)N1c1cc(C(C)(C)C)nn1C (stereo unspecified)	0.2	0.2	-4.9	.	.	.	.	.	.	3.8
Cc1ccc(CNC(=O)COC(=O)c2ccc(Br)cc2)cc1	.	-0.2	-9.2	-9.8	9.3	8.2	0.2	-0.7	-0.2	-0.4
O=C(O)c1cnc(-c2ccccc2)nc1Sc1cccc(Cl)c1	.	0.1	-11.8	-5.2	16.4	-5.4	0.1	0.4	-3.3	-3.6
Cc1nc(NCCc2ccccc2F)c(C#N)c(C)c1[N+](=O)[O-]	.	-0.4	2.3	-5.3	26.4	12.7	-0.7	-0.2	-1.8	-4.9
CCN(C(=O)COC(=O)c1c(NC(C)=O)sc(C)c1C)C1CCS(=O)(=O)C1 (stereo unspecified)	.	-0.4	-3.7	7.4	11.1	-0.3	-0.6	0.0	-0.4	1.8
CC1CN(C(=O)c2cc3cc(Cl)ccc3[nH]2)CC(C)O1 (stereo unspecified)	2.0	-4.4	-7.6	2.6	-3.1	16.5	0.6	-1.1	i	-1.1
Clc1ccc(/C=N/NC(=Nc2ccccc2)c2ccccn2)c(Cl)c1	.	-0.4	3.0	.	5.3	13.7	3.0	3.9	-0.1	-9.1
O=C(Nc1ccccc1Cl)N1CCSc2ccccc21	1.1	0.3	0.6	-5.1	12.8	2.2	0.7	0.0	-0.2	-7.4
CCCc1cc(=O)oc2cc(C)cc(OC(C)C(=O)NCc3ccncc3)c12 (stereo unspecified)	1.5	0.4	-11.3	-6.0	15.8	-2.4	-2.6	-0.1	-0.2	-0.4
Cc1ccc(NC(=O)CN(C)C(=O)CCCN2C(=O)c3ccccc3C2=O)cc1	.	-0.5	14.2	-7.8	0.4	8.1	-1.2	1.3	i	-11.2
C=CCC(C(=O)c1ccccc1)[N+](C)(C)CC=C (stereo unspecified)	-0.5	0.1	-10.6	-3.3	1.8	18.2	-2.6	-0.2	i	-3.4
COCCCNC(=O)CC1C[C@H](C(=O)N2CCCCC2)[C@@]2(CCc3ccccc3)c3[nH]c4ccccc4c3CCN2C1=O (stereo partly specified)	0.5	0.1	8.2	-7.3	0.3	.	.	1.5	0.9	-0.1
CN(C)c1ncnc2c1ccn2C1OC(CO)C(O)C1O (stereo unspecified)	-0.3	0.4	-13.5	-5.9	13.7	.	.	1.2	i	-3.5
CCCC(CCC)C(=O)Oc1cc(C)[nH]c(=O)c1[N+](=O)[O-]	-0.1	-0.9	-2.4	-6.3	-3.1	31.3	0.1	0.6	-0.1	0.1
COc1ccc(CNc2ccc(C)c(C)c2)c(OC)c1OC	-4.0	-1.4	-0.7	27.4	4.0	11.5	2.6	0.4	i	-2.7
O=C(CN1CCOc2ccccc21)NCc1ccc(F)cc1	2.3	0.5	0.0	-2.7	4.6	-7.3	0.8	-0.6	-0.4	5.8
COc1ccccc1C(=O)COC(=O)c1cnc(C)cn1	2.0	4.2	-3.3	-1.3	-3.8	.	.	-1.1	i	3.7
COc1ccc(Cc2nnc(NC(=O)CS(=O)(=O)c3ccccc3)s2)cc1OC	0.9	-2.3	-136.6	-10.2	9.6	40.3	4.3	0.5	i	-2.9
CCOC(=O)c1cnc(SCC(=O)N2CCC(C(N)=O)CC2)nc1N	1.2	0.0	0.9	-6.8	2.8	18.5	-0.2	-0.1	-0.1	-4.1
COc1ccc(NC(=O)NN(C(=O)c2ccccc2)C(C)(C)C)cc1	.	-0.3	2.6	-4.0	-1.6	7.5	3.2	0.9	-0.4	-5.1
CC(=O)Nc1ccc(C2=NN(Cc3nnc(-c4ccccc4)o3)C(=O)SC2)cc1	.	0.4	16.5	-7.4	-2.5	1.7	-0.3	-1.2	-0.3	-1.5
CC(=O)Nc1ccc(S(=O)(=O)NCC(=O)OCC(=O)N2CCCc3ccccc32)cc1	.	-0.4	-9.1	-29.6	-2.6	-13.0	1.4	0.0	-0.4	-0.5
O=C(c1cccc(C(F)(F)F)c1)N(c1ccccn1)C1CCCCC1	0.6	0.4	14.3	-19.0	15.1	21.7	3.3	1.5	-0.3	-2.3
Cc1onc(-c2c(Cl)cccc2Cl)c1/C(N)=N/OC(=O)C(C)(C)C	1.1	0.0	-14.1	.	4.1	17.9	4.0	0.5	-0.9	-2.2

Random excerpt: two records from the list.
SMILES	TcdB GH inh	BoNT A protease	CCHF vOTU inh	SSB-PriA inh	Yp Topo-I inh	DUSP3 inh	3CLpro inhibitor	PfHsp40 yeast	BH1578 lux ind	Anthrax LF inh2
O=C(Nc1ccccc1Cl)N1CCSc2ccccc21	1.1	0.3	0.6	-5.1	12.8	2.2	0.7	0.0	-0.2	-7.4
O=C(c1cccc(C(F)(F)F)c1)N(c1ccccn1)C1CCCCC1	0.6	0.4	14.3	-19.0	15.1	21.7	3.3	1.5	-0.3	-2.3

(further entries)
SMILES	TcdB GH inh	BoNT A protease	CCHF vOTU inh	SSB-PriA inh	Yp Topo-I inh	DUSP3 inh	3CLpro inhibitor	PfHsp40 yeast	BH1578 lux ind	Anthrax LF inh2
COc1ccccc1NS(=O)(=O)c1ccc(NC(=O)CCNC(=O)c2ccco2)cc1	.	-0.7	0.0	-6.5	-3.7	7.1	0.7	-0.7	i	-0.6
COc1nc(OC)nc(Oc2ccc([N+](=O)[O-])cc2Cl)n1	.	-0.5	-14.7	2.8	-4.1	8.2	-2.3	1.5	i	-1.7
Cc1ccccc1CNCc1ccc2c(c1)OCO2	0.1	-0.1	-4.7	-5.7	-5.1	27.2	-0.3	-1.3	i	4.1
COc1ccc(NC(=O)C2C3CCC4C(CCC32)C4(Cl)Cl)cc1 (stereo unspecified)	.	0.7	12.5	5.7	-7.6	-0.1	-1.5	0.2	-4.8	-0.5
COc1ccc(OCc2cc(C(=O)NC3CCOC(C)(C)C3)no2)c2ccccc12 (stereo unspecified)	1.9	-1.2	43.1*	.	13.3	26.5	-7.2	-1.6	-0.2	-4.6
CN1OC(c2ccccc2)=C(CO)C1c1ccccc1 (stereo unspecified)	.	-0.2	-10.3	-5.3	-8.8	-1.5	-3.4	0.4	-0.3	0.5
Cc1ccc(C2=NN(C(=O)CCC(=O)O)C(c3cccc([N+](=O)[O-])c3)C2)cc1 (stereo unspecified)	4.3	0.9	1.3	-0.2	7.8	8.1	-0.1	0.2	-0.6	20.5
O=C(CCc1nnc(Cc2ccc(-c3ccccc3)cc2)o1)N1CCCC1	1.1	0.7	6.8	1.0	40.4	44.3	-1.8	-0.3	1.5	-5.3
CC(OC(=O)CNC(=O)c1cccc(F)c1)C(=O)NC1CCCCC1C (stereo unspecified)	0.4	-3.3	-3.2	-0.9	3.6	.	.	-2.1	-1.2	-3.2
Cc1cccc(C)c1NC(=O)C(NS(=O)(=O)c1cccs1)c1ccccc1 (stereo unspecified)	0.9	-0.2	-10.2	3.3	12.5	-4.5	-6.0	0.1	i	-2.3
O=C1COc2ccc(C(=O)COC(=O)c3ccc4ccccc4n3)cc2N1	.	0.0	-12.9	1.2	22.4	22.5	2.3	-1.0	0.5	0.9
COC(=O)C1=C(C)NC=C([N+](=O)[O-])C1c1ccc(OC)cc1 (stereo unspecified)	1.1	0.6	1.3	-10.0	-12.9	8.2	4.8	-0.1	-0.5	-5.0
CN1C(=O)C(=O)/C(=C(/O)c2ccc(Br)cc2)C1c1ccc(F)cc1 (stereo unspecified)	4.4	4.1	12.0	.	10.2	-34.8	0.0	-1.6	-2.0	-10.4
CCOC(=O)C1C(=O)C(C(C)=O)C(=O)CC1CC(C)SCC (stereo unspecified)	1.0	-1.1	2.0	-6.5	10.3	14.6	-0.8	0.3	-0.4	-2.9
COc1ccc(-c2cn3cccnc3n2)cc1NS(=O)(=O)c1ccccc1	1.3	-0.1	-20.4	-3.3	-2.2	6.3	-5.0	1.3	-0.3	-2.4
CCCCn1c2nc3ccccc3nc2c2c(=O)n(-c3ccccc3)cnc21	2.0	7.2	-13.4	-8.5	5.3	-2.8	1.9	-0.5	1.2	1.7
O=c1c(/C=N\NS(=O)(=O)c2ccccc2)coc2ccc(Cl)cc12	1.0	-1.6	8.7	.	13.8	8.5	-1.9	-0.1	i	-0.6
CCOC(=O)c1cnc(-n2nc(C)cc2C)nc1NNc1nc(-c2ccccc2)cc(-c2ccccc2)n1	.	0.3	.	-1.4	11.1	-4.8	4.2	-1.1	-0.3	-1.6
COc1ccc(/C=N/Nc2cn[nH]c(=O)c2Cl)cc1	1.6	-0.1	5.8	.	1.3	5.8	-1.2	-1.8	-0.2	-1.2
CC1CCCCC1NC(=O)CN1CCC(O)(c2ccc(F)cc2)CC1 (stereo unspecified)	-1.6	0.8	-4.9	-1.4	6.1	8.4	-3.9	0.3	-1.5	0.1
CCOc1cc(C)c(Cl)cc1S(=O)(=O)N1CCCC1	.	-1.2	8.7	-25.9	-2.5	13.4	4.2	-0.8	i	1.4
Cc1ccc(NC(=O)CCC(=O)NNC(=O)COc2ccc([N+](=O)[O-])cc2)cc1C	-5.1	-1.3	10.7	-4.9	3.5	-5.5	-0.6	2.6	i	2.2
CCCCOP(=O)(c1ccc(N(C)C)cc1)C(Nc1ccccc1)c1ccccc1 (stereo unspecified)	1.4	0.8	22.6	21.2	16.0	-10.4	0.7	6.1	-0.4	-2.5

Ordered by heavy-atom count (ascending): some entries from above.
SMILES	TcdB GH inh	BoNT A protease	CCHF vOTU inh	SSB-PriA inh	Yp Topo-I inh	DUSP3 inh	3CLpro inhibitor	PfHsp40 yeast	BH1578 lux ind	Anthrax LF inh2
COc1ccc(/C=N/Nc2cn[nH]c(=O)c2Cl)cc1	1.6	-0.1	5.8	.	1.3	5.8	-1.2	-1.8	-0.2	-1.2
CN1OC(c2ccccc2)=C(CO)C1c1ccccc1 (stereo unspecified)	.	-0.2	-10.3	-5.3	-8.8	-1.5	-3.4	0.4	-0.3	0.5
COc1nc(OC)nc(Oc2ccc([N+](=O)[O-])cc2Cl)n1	.	-0.5	-14.7	2.8	-4.1	8.2	-2.3	1.5	i	-1.7
CCOC(=O)C1C(=O)C(C(C)=O)C(=O)CC1CC(C)SCC (stereo unspecified)	1.0	-1.1	2.0	-6.5	10.3	14.6	-0.8	0.3	-0.4	-2.9
COc1ccc(NC(=O)C2C3CCC4C(CCC32)C4(Cl)Cl)cc1 (stereo unspecified)	.	0.7	12.5	5.7	-7.6	-0.1	-1.5	0.2	-4.8	-0.5
O=c1c(/C=N\NS(=O)(=O)c2ccccc2)coc2ccc(Cl)cc12	1.0	-1.6	8.7	.	13.8	8.5	-1.9	-0.1	i	-0.6
CC1CCCCC1NC(=O)CN1CCC(O)(c2ccc(F)cc2)CC1 (stereo unspecified)	-1.6	0.8	-4.9	-1.4	6.1	8.4	-3.9	0.3	-1.5	0.1
CC(OC(=O)CNC(=O)c1cccc(F)c1)C(=O)NC1CCCCC1C (stereo unspecified)	0.4	-3.3	-3.2	-0.9	3.6	.	.	-2.1	-1.2	-3.2
O=C1COc2ccc(C(=O)COC(=O)c3ccc4ccccc4n3)cc2N1	.	0.0	-12.9	1.2	22.4	22.5	2.3	-1.0	0.5	0.9
CCCCn1c2nc3ccccc3nc2c2c(=O)n(-c3ccccc3)cnc21	2.0	7.2	-13.4	-8.5	5.3	-2.8	1.9	-0.5	1.2	1.7
CCCCOP(=O)(c1ccc(N(C)C)cc1)C(Nc1ccccc1)c1ccccc1 (stereo unspecified)	1.4	0.8	22.6	21.2	16.0	-10.4	0.7	6.1	-0.4	-2.5
COc1ccccc1NS(=O)(=O)c1ccc(NC(=O)CCNC(=O)c2ccco2)cc1	.	-0.7	0.0	-6.5	-3.7	7.1	0.7	-0.7	i	-0.6
CCOC(=O)c1cnc(-n2nc(C)cc2C)nc1NNc1nc(-c2ccccc2)cc(-c2ccccc2)n1	.	0.3	.	-1.4	11.1	-4.8	4.2	-1.1	-0.3	-1.6
